Screening results from PubChem BioAssay.
Polio RdRp inh: poliovirus RNA polymerase inhibition | % elongation, % (compound at 16.7 µg/mL) | AID 588519 | poliovirus polymerase elongation, fluorescence polarization; active compounds read low | actives 0.66% (n = 150,000); in the data active = % elongation below about 90%; also: some results filed as inactive read as strong as hits
Target sequence (P03300 1749-2209 limits assumed): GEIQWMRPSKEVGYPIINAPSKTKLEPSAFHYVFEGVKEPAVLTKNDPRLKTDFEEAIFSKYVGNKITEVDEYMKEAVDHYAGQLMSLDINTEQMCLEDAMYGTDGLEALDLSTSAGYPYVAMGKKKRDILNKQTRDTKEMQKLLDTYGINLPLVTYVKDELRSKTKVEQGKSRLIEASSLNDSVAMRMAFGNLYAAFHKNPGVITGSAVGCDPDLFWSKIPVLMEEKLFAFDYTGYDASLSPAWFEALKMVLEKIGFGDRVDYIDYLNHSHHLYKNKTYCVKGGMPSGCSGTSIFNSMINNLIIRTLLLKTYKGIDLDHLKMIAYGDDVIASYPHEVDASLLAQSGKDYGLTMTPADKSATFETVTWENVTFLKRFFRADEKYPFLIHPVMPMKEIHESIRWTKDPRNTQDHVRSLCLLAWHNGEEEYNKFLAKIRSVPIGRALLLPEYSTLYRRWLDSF
Polio RdRp inh FP z-score: also measured in Polio RdRp inh; calls as there; z-score; measured here: FP z-score; hits read low
Active calls of the source: *. This is a subset (hit frequency here may not be typical).

The line under a structure holds: Polio RdRp inh	Polio RdRp inh FP z-score
COc1ccc(-c2ccc3c(N)c(C(=O)c4ccc(OC)c(OC)c4)sc3n2)cc1
→ 126	2.4
N#CC(C#N)c1nc2cc3c(cc2nc1Cl)OCCO3
→ 45	-3.5
C=CCN1C(=O)/C(=C\c2ccc(OCC(=O)O)c(OC)c2)SC1=S
→ 107	1.1
CCCCN1C(=O)C(O)(c2c(C)nn(CCC#N)c2N)c2ccccc21 (stereo not given)
→ 106	0.6
NS(=O)(=O)c1ccc(CNS(=O)(=O)Cc2ccccc2)cc1
→ 102	0
CCc1ccc(S(=O)(=O)Nc2ccc3oc(C)c(C(=O)OCCOC)c3c2)cc1
→ 106	0.5
CCCCn1c(=N)n(CCOc2ccccc2)c2ccccc21
→ 100	-0.4
COc1ccc(Br)cc1CNC(=O)c1ccc2c(c1)N(Cc1ccc(C)cc1)CCS2
→ 111	0.2
CCN1C(=O)C2(c3ccccc31)c1c(oc3ccccc3c1=O)C(=O)N2CCO (stereo not given)
→ 103	-0.1
O=C(O)CCC(=O)Nc1ccc(-c2ccccc2)cc1
→ 104	0.7
O=C(c1ccccc1)N1CN(C(=O)c2ccccc2)CN(C(=O)c2ccccc2)C1
→ 105	0.7
Cc1ccccc1OCCn1cc(C(=O)c2ccco2)c2ccccc21
→ 109	0.7
Cc1ccc(CNC(=O)CCCCCn2c(=O)[nH]c3ccccc3c2=O)cc1
→ 115	1.6
O=C(O)c1ccc2nc(CCc3nc4ccc(C(=O)O)cc4[nH]3)[nH]c2c1
→ 102	0
C=CCn1c(COc2cccc3cccnc23)nnc1SCC(=O)O
→ 102	0.9
CCOC(=O)c1ccc(NC(=O)CSc2nnc(CNc3ccc(C)cc3C)n2Cc2ccco2)cc1
→ 101	-0.2
COc1ccc(N2Cc3ccccc3C3(CCOCC3)C2=N)cc1
→ 101	0.1
CC(=O)c1cc(-c2ccc(F)cc2)n(CC(=O)NCc2ccc(C)cc2)c1C
→ 107	0.5
Cc1cc(=O)[nH]c(SCCC(=O)O)n1
→ 101	0.4
CCOC(=O)c1ccc(NC(=O)CCn2c(=O)c3cccn3c3ccccc32)cc1
→ 119	2.1
COc1ccc(NC(=O)Cn2c(=O)n(Cc3ccco3)c(=O)c3sc4ccccc4c32)c(OC)c1
→ 107	1
C=CCN1C(=O)c2ccc(C(=O)OCc3nc4cc(C(=O)OC)ccc4c(=O)[nH]3)cc2C1=O
→ 108	0.5
Cc1ccc(C(=O)CSC#N)o1
→ 99	-0.3
O=c1c(Cl)c(Nc2ccc3c(c2)OCO3)cnn1C12CC3CC(CC(C3)C1)C2
→ 100	0
Cc1[nH]nc2nc(SCC(=O)N3CCCC3)n(-c3ccc(Br)cc3)c(=N)c12
→ 99	-1.6
O=C(CCn1cnc2onc(-c3ccc(F)cc3)c2c1=O)N1CCN(c2cccc(Cl)c2)CC1
→ 106	0.1
COc1cccc(NC(=O)C2CCCN2S(=O)(=O)c2ccc3c(c2)n(C)c(=O)c(=O)n3C)c1 (stereo not given)
→ 106	0.4
Cc1ccc(C)c(NC(=O)C2CCCN(c3cnccn3)C2)c1 (stereo not given)
→ 102	0.1
CC1(NC(N)=O)CCS(=O)(=O)C1 (stereo not given)
→ 101	0.1
O=c1ccc2ccc(Oc3ncccn3)cc2o1
→ 102	0
COc1ccc(OCCOC(=O)c2n[nH]c3ccccc23)cc1
→ 105	0.4
O=C1CN(C(=O)Cc2c(Cl)cccc2Cl)CCN1
→ 102	-0.1
Cc1nc(Cl)c(C#N)c2c1CCCC2
→ 103	0.3
O=C1N(Cc2cc(=O)n3ccccc3n2)c2ccccc2S(=O)(=O)N1c1ccc(Cl)cc1
→ 99	-0.8
CC1CC(=O)C2CCCCC2N1 (stereo not given)
→ 104	0.8
c1ccc(Nc2nc3ccccc3n3cnnc23)cc1
→ 102	-0.1
CCc1ccc(NC(=O)c2ccc3[nH]c(C)c(C)c3c2)cc1
→ 106	0
C1C/C(=N/N=C2\CCCc3nonc32)c2nonc2C1
→ 102	0.2
CSc1nnnn1-c1cccc(O)c1
→ 100	-0.4
CCOc1ccc(Oc2nc(NCC(C)C)nc(N3CCOCC3)n2)nn1
→ 105	0
Cc1cccc(OC(=O)Cc2ccc(F)cc2)c1
→ 103	0
CCC(Nc1ccc(-c2nc(-c3cccnc3)no2)cc1[N+](=O)[O-])c1ccccc1 (stereo not given)
→ 111	0.6
CCc1ccc2[nH]c(C(=O)Nc3ccccc3C(C)CC)cc2c1 (stereo not given)
→ 105	0.3
Cc1nonc1N(Cc1ccc(F)cc1)S(=O)(=O)c1ccccc1
→ 101	-0.1
CCC(=O)Nc1cc(C(F)(F)F)ccc1N1CCCC1
→ 103	0.3
COc1ccc(NC(=O)c2c(NC(=O)c3cccc(C)c3)sc3c2CCC3)cc1
→ 111	2
Cc1nn(-c2ccccc2)c(C)c1SCC(=O)O
→ 102	0.1
CC1CC(=O)C2=C(C1)OC(N)=C(C#N)C21C(=O)Nc2ccccc21 (stereo not given)
→ 99	-0.2
O=C(NC(Cc1c[nH]c2ccccc12)C(=O)O)c1ccc(Cl)cc1 (stereo not given)
→ 104	1
CCOC(=O)c1c(C)[nH]c(C)c1S(=O)(=O)N1CCC(C(=O)NCc2ccccc2Cl)CC1
→ 104	-0.2
C=CCNC(=O)c1ccc2c(c1)NC(=O)C(C)N2 (stereo not given)
→ 114	4.7
CCOC(=O)c1ccc(NC(=O)c2sc3nc4c(cc3c2N)N2CCC4CC2)cc1
→ 105	0.2
COc1ccccc1-c1noc(CCCC(=O)Nc2cccc(C(F)(F)F)c2)n1
→ 103	0.1
COc1ccc(N2C(=O)C(CC(=O)Nc3ccc(F)cc3)N(CCC3=CCCCC3)C2=O)cc1 (stereo not given)
→ 103	-0.2
O=C1CC(Cc2ccccc2)C(=O)N1Cc1ccco1 (stereo not given)
→ 100	-0.4
Fc1ccc(CNc2ccc(N3CCOCC3)cc2)cc1
→ 102	0.2
Cc1cccc(C)c1NC(=O)CSC(=O)c1sc2ccccc2c1Cl
→ 109	0.6
COc1ccc(CN(CCC2CCOC(C)(C)C2)C(C)=O)cc1 (stereo not given)
→ 102	0.1
CN1C(=O)c2ccccc2Sc2ccc(NC(=O)c3ccc(C(F)(F)F)cc3)cc21
→ 106	0.1
Cc1nn(C)c(C)c1Sc1ccccc1N
→ 100	-0.4

Going on with the list:
The line under a structure holds: Polio RdRp inh	Polio RdRp inh FP z-score
Cc1cc(C(=O)Cn2cnc3sc4c(c3c2=O)CCC(C)C4)c(C)n1Cc1ccco1 (stereo not given)
→ 106	0.6
O=C1CCC(=O)N1CNc1ccccc1
→ 102	0.3
COc1ccc2c(c1)c1c(c(=O)n(-c3ccc(OC)c(OC)c3)c(=O)n1Cc1ccccc1C)n2C
→ 109	0.4
CC(OC(=O)c1cc2sccc2n1C)C(=O)NC1CCCC1 (stereo not given)
→ 102	0.4
O=S(=O)(c1cccc2ccccc12)N1CCCCC1
→ 100	0
COc1cccc(N2CCN(c3ncnc4onc(-c5ccc(Cl)cc5)c34)CC2)c1
→ 100	-0.5
CC(C)NC(=O)Oc1noc2ccc(Cl)cc12
→ 104	-0.1
Cc1cc2oc(=O)cc(COC(=O)CCC3NC(=O)NC3=O)c2cc1C(C)C (stereo not given)
→ 98	-0.6
CC1CN(C(=O)NCc2ccccc2)c2cc(Cl)ccc2O1 (stereo not given)
→ 110	0.5
COc1ccc(-n2c(=O)c3c(c4cc(OC)ccc4n3C)n(CC(=O)N3CCCC3)c2=O)cc1
→ 104	-0.9
Cc1cc(C)c(S(=O)(=O)NCCc2cc3c(C)ccc(C)c3[nH]c2=O)c(C)c1
→ 108	0.6
O=C(Cn1cccc1C(=O)c1ccccc1)NCc1ccco1
→ 103	0.5
N#C/C(=N\Nc1ccc(S(N)(=O)=O)cc1)C(=O)Nc1ccc(S(N)(=O)=O)cc1
→ 99	-0.4
COc1ccc(NC(=O)C2=C(C)C(=O)OC23CCN(C(C)C)CC3)cc1Cl
→ 104	-0.7
CCN(c1ccc(OC)cc1)S(=O)(=O)c1ccc2c(c1)CCCC(=O)N2
→ 100	-0.6
Cc1ccc(C(=O)Nc2ccc(Br)cc2C)cc1I
→ 103	0.7
CC1=NN(c2ccccc2)C(c2ccccc2)C1 (stereo not given)
→ 103	0.4
Cc1cc(/C=C(/C#N)C(=O)NCc2ccccc2)c(C)n1-c1cccnc1
→ 101	0.1
CCCc1oc2c(c(=O)c1CC)C(=O)CC(C)(C)C2
→ 99	-0.1
COc1ccc(C2(CNC(=O)c3ccc(NC(=O)c4ccco4)cc3)CCOCC2)cc1
→ 103	0.8
Cc1cccc(N2CCN(C(=O)CSc3nc4ccccc4nc3N3CC(C)OC(C)C3)CC2)c1C (stereo not given)
→ 100	-0.3
CC(=O)N1CCCc2cc(S(=O)(=O)N(C)CC(=O)Nc3ccc(F)c(Cl)c3)ccc21
→ 104	-0.7
Cc1ccc(S(=O)(=O)N2CCCc3cc(NS(=O)(=O)c4cccc(Cl)c4)ccc32)cc1
→ 104	-0.2
O=C(COc1c(CO)cc(Br)cc1CO)NC1CCCc2ccccc21 (stereo not given)
→ 104	0.3
CC(C(=O)c1ccc(Cl)cc1)n1nc(-c2ccco2)ccc1=O (stereo not given)
→ 101	-0.3
O=S1(=O)CC(O)C(NCc2ccco2)C1 (stereo not given)
→ 102	0.2
N#CCCn1cc(C(=O)O)c(-c2ccccc2)n1
→ 103	0.6
Cc1cc(C)cc(C(=O)OCC(=O)c2c(N)n(C)c(=O)n(C)c2=O)c1
→ 103	-0.1
O=C(N/N=C/C1CC=CCC1)c1ccccc1 (stereo not given)
→ 101	0.5
COc1ccc(S(=O)(=O)N(Cc2nc(-c3ccc(C)cc3)no2)C2CCCCC2)cc1
→ 115	1.4

The results go on.
SMILES	Polio RdRp inh	Polio RdRp inh FP z-score
COc1ccc(C=Nc2cccc(C(N)=O)c2)cc1OC	100	0.1
CCN1C(=O)/C(=C2\C=Cc3cc(C)ccc3N2CC)OC1=S	103	0.3
Cn1c(=O)cc(SCC(=O)NCCc2ccc(Cl)cc2)c2cc(Cl)ccc21	104	-0.4
Cc1cc(C)c(Nc2n[nH]c(=O)[nH]2)cc1C	98	-0.5
COCCNc1ccc(-c2nc(-c3ccco3)no2)cc1[N+](=O)[O-]	102	-1.2
CCOc1ccc(NC(=O)Cn2c(C)cc3ccccc3c2=O)cc1	106	0.3
O=C(c1cc2ccccn2n1)N1CCC2(CC1)OCCO2	102	0.3
Cc1oc(-c2ccc(C(=O)NCCC(C)C)cc2)nc1CS(=O)(=O)c1ccccc1	110	0.6
Cc1ccc(/C=C/C(=O)NCC(c2ccco2)N2CCCC2)o1 (stereo not given)	107	0.6
O=C(c1cccc2ccccc12)N1CCCc2ccccc21	102	0.1
CCOC(=O)C1=C(O)C(=O)N(C(C)(C)C)C1	95	-0.8
CCc1ccccc1N(CC)C(=O)c1c(C)oc2ncnc(N3CCOCC3)c12	101	-0.9
Cc1cc(/C=C(/C#N)c2ccc(Cl)cc2)c(C)n1C(C)C	101	0.1
CCC(C)NC(=O)CN1C(=O)c2cccnc2Sc2ccccc21 (stereo not given)	111	1.1
COc1c(Cl)cc(Cl)cc1CNCCSc1nnnn1C	102	-0.7
CN1C(=O)S/C(=C/c2ccc(OCc3ccc(C(=O)O)o3)cc2)C1=O	102	0.2
CC1CN(c2ccc(NC(=O)c3ccco3)cc2C(=O)O)CC(C)O1 (stereo not given)	106	0.4
CCN1CCN(Cc2c(O)ccc3c(C)c(-c4ccc(OC)cc4)c(=O)oc23)CC1	106	-0.2
CC1=C(C(=O)Nc2ccc(CC(=O)N3CCN(c4ccccc4F)CC3)cc2)SCCO1	103	0.5
Cc1cccc(OCC(N)=O)c1	44	-4.8
O=c1[nH]c(=O)n([C@H]2CC(O)[C@@H](CO)O2)cc1I (stereo not given in full)	100	0.2
Cc1ccc(CNC(=O)CCCn2nc(C)n3c(cc4sccc43)c2=O)cc1	102	-1.2
NS(=O)(=O)c1ccc(Cl)cc1Sc1ccccc1C(=O)O	100	-0.6
NC(=O)CNC(=O)Cc1c(Cl)cccc1Cl	101	-0.2
CCOC(=O)c1sc(C)c2c1NC(C)(c1ccccc1)NC2=O (stereo not given)	104	0.6
COC(=O)c1ccccc1NC(=O)Cn1nc(C)n2cccc2c1=O	101	-0.4
COc1ccc(-c2nc(-c3ccncc3)[nH]c(=O)n2)cc1	109	1
O=C(C1CCCN(S(=O)(=O)c2cccc3cccnc23)C1)N1CCc2ccccc21 (stereo not given)	102	0.2
O=C(CC12CC3CC(CC(C3)C1)C2)n1cccn1	101	0.2
Cc1ccc(C(O)c2nccc3ccccc23)cc1 (stereo not given)	103	-0.2
O=S(=O)(Cc1ccc2nonc2c1)c1cccs1	106	0.5
CCNc1c(NC(=O)c2ccccc2OCC)c(=O)oc2ccccc12	103	-0.6
CCN(C(=N)N=C(N)N)c1ccccc1	100	-0.4
CCc1cccc(NC(=O)c2sc3nc[nH]c(=O)c3c2C)c1	108	0.2

A section from the list above:
SMILES	Polio RdRp inh	Polio RdRp inh FP z-score
CCN1CCN(Cc2c(O)ccc3c(C)c(-c4ccc(OC)cc4)c(=O)oc23)CC1	106	-0.2
CC1=C(C(=O)Nc2ccc(CC(=O)N3CCN(c4ccccc4F)CC3)cc2)SCCO1	103	0.5
Cc1cccc(OCC(N)=O)c1	44	-4.8
O=c1[nH]c(=O)n([C@H]2CC(O)[C@@H](CO)O2)cc1I (stereo not given in full)	100	0.2
Cc1ccc(CNC(=O)CCCn2nc(C)n3c(cc4sccc43)c2=O)cc1	102	-1.2
NS(=O)(=O)c1ccc(Cl)cc1Sc1ccccc1C(=O)O	100	-0.6
NC(=O)CNC(=O)Cc1c(Cl)cccc1Cl	101	-0.2
CCOC(=O)c1sc(C)c2c1NC(C)(c1ccccc1)NC2=O (stereo not given)	104	0.6
COC(=O)c1ccccc1NC(=O)Cn1nc(C)n2cccc2c1=O	101	-0.4
COc1ccc(-c2nc(-c3ccncc3)[nH]c(=O)n2)cc1	109	1
O=C(C1CCCN(S(=O)(=O)c2cccc3cccnc23)C1)N1CCc2ccccc21 (stereo not given)	102	0.2
O=C(CC12CC3CC(CC(C3)C1)C2)n1cccn1	101	0.2
Cc1ccc(C(O)c2nccc3ccccc23)cc1 (stereo not given)	103	-0.2
O=S(=O)(Cc1ccc2nonc2c1)c1cccs1	106	0.5
